Screens (PubChem)
SR-BI DiI-HDL act – activators of SR-BI mediated DiI-HDL uptake, primary screen, ldlA[mSR-BI] CHO cells, DiI fluorescence; 3 h; 100 = double the neutral-control signal; activation, % at 12.5 µM; 0.096% of 320,000 active;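 active means mean replicate activation of at least 60% and every replicate at or above 60%; inconclusive means mean or all-replicate condition met, but not both; inactive means mean below 60% and not all replicates reaching 60%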;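 further: 0% = median plate neutral-control signal and 100% = twice that signal; values of inactives mirror those of a sister screen read the other way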
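system = CHO ldlA[mSR-BI] cells, LDL receptor-null, SR-BI overexpressing | medium = Ham's F12 with 0.5% BSA, HEPES 25 mM, pH 7.4 | probe or stimulus = DiI-HDL 10 µg/mL | compound dosing = single-point compound dose | incubation = compound exposure 3 h, 37 °C | technique = DiI fluorescence, bottom read | read-out = cell-associated DiI fluorescence as measure of HDL uptake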
dFosB act – activators of delta FosB homodimer, primary screen, biochemical, fluorescence polarization, TAMRA-CDK5 oligo, single point; Protein FosB (Mus musculus), P13346; purified delta FosB; percent of positive-control signal above neutral wells; activation, % at 25 µM; 0.99% of 340,000 active;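 active means mean activation above about 17%, with every replicate also reaching it, limit read from the data, passing the limit was not always enough; inconclusive means only one of the two conditions met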;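 further: fluorescence polarization rise as delta FosB binds a TAMRA Cdk5 AP-1 oligo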
PvdQ acylase – P. aeruginosa PvdQ acylase inhibitors, primary screen, biochemical, fluorescence, plate reader and imaging, single point; purified PvdQ acylase; inhibition, % at 10 µM; 0.063% of 340,000 active; in the data active means inhibition above about 30%, passing the limit was not always enough; inconclusive means no clear call, values can overlap the other calls;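 further: 0% = vehicle neutral wells and 100% = reference inhibitor wells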
SR-BI HDL uptake – inhibitors of SR-BI mediated HDL lipid uptake, primary screen, ldlA[mSR-BI] cells, fluorescence, single point; AID 488896, 2010; 0.96% of 320,000 active; inhibition, % at 12.5 µM; ldlA[mSR-BI] CHO cells, DiI-HDL uptake fluorescence, 3 h;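 active means mean replicate inhibition of at least 70% and a set share of replicates each scoring 70 or more; inconclusive means meets just one of the two criteria; inactive means fails both criteria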;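 further: 0% = median of neutral control wells and 100% = median of positive control wells; values of inactives mirror those of a sister screen read the other way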
Target sequence (Q61009 whole entry, looked up): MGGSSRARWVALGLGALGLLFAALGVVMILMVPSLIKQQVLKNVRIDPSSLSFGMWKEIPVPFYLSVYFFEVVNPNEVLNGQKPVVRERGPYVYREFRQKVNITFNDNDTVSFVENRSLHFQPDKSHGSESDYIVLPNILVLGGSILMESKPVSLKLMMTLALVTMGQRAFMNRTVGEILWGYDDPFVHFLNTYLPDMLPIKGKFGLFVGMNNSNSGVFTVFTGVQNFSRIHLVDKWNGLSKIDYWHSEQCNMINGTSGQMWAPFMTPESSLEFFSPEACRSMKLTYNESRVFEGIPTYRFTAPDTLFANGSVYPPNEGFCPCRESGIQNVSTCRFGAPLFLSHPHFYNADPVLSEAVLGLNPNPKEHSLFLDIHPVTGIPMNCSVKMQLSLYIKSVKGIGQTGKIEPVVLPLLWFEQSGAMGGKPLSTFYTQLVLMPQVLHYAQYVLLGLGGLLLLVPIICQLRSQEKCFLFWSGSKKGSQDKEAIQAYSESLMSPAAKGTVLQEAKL
CAL PDZ FP-1 – untagged CAL PDZ binding inhibitors, primary screen, biochemical, fluorescence polarization, HTS | 0.92% of 300,000 active | purified CAL PDZ, TMR-peptide fluorescence polarization, 1 h | Golgi-associated PDZ and coiled-coil motif-containing protein (Homo sapiens), Q9HD26 | AID 602252, 2012 | inhibition, % at 24.9 µM;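 active means mean inhibition of at least 30% with at least half of replicates also reaching 30%; inconclusive means no clear call, values can overlap the other calls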;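 further: 0% = DMSO neutral control and 100% = excess unlabeled competitor peptide PRC23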
Rtt109 HAT inh – inhibitors of C. albicans Rtt109/Vps75 HAT, primary screen, biochemical, ThioGlo CoA-SH fluorescence, plate reader. Histone acetyltransferase RTT109 (Candida albicans (strain SC5314 / ATCC MYA-2876)), …. purified Rtt109/Vps75, 4 h. inhibition, % at 34.9 µM. 0.16% of 330,000 active;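 active means inhibition of at least 50% in every replicate; inconclusive means best replicate reaches 50% inhibition but some replicates fall short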
Target sequence (Q5AAJ8 whole entry, looked up): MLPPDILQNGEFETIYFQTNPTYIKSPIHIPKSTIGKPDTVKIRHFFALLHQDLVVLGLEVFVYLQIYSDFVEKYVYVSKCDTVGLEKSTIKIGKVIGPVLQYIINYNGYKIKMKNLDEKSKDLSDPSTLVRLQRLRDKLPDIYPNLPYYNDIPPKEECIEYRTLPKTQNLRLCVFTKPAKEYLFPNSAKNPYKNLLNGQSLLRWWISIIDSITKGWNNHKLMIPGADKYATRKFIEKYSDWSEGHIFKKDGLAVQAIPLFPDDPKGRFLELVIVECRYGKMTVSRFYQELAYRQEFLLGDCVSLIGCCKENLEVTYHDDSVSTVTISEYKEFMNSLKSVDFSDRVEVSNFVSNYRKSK
MITF TRPM1 HTS – activators of MITF-driven TRPM1 promoter reporter, primary screen, cell-based, SK-MEL-5, luciferase, single point. activation, % at 12.5 µM. SK-MEL-5 TRPM1-promoter luciferase, 24 h; % of positive control, neutral wells = 0. 0.75% of 300,000 active. AID 588334, 2011;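 active means mean activation of at least 80% with every replicate also reaching 80%; inconclusive means mean reaches 80% but some replicate falls short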;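 further: 0% = neutral control wells and 100% = parthenolide positive control wells; values of inactives mirror those of a sister screen read the other way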
PfHsp90 set2 – growth inhibition of PfHsp90-expressing yeast, primary screen, antimalarial PfHsp90 inhibitor project, S. cerevisiae, BacTiter-Glo luminescence, single point, set 2. BacTiter-Glo ATP, 48 h; yeast lacking PDR1 and PDR3 efflux regulators. inhibition, % at 9.4 µM. 0.32% of 310,000 active;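 active means every replicate shows inhibition above about 80%, whatever the replicate mean, limit read from the data; inconclusive means mean inhibition reaches the set limit but some replicate falls short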;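 further: 0% = DMSO neutral controls and 100% = 20 µM radicicol positive controls; yeast relying on Plasmodium falciparum Hsp90 in place of its own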
NSD2 HMT inh – NSD2 histone methyltransferase inhibitors, primary screen, biochemical, AlphaScreen, single concentration, set 2; Histone-lysine N-methyltransferase NSD2 (Homo sapiens), O96028; NSD2 peptide methylation, 120 min; inhibition, % at 12.5 µM; 0.54% of 310,000 active; AID 743445, 2014; in the data active means inhibition above about 50%
CAL PDZ FP-2 – CAL PDZ peptide-binding inhibitors, primary screen, biochemical, fluorescence polarization, Cer-tagged CAL PDZ, HTS. 0.02% of 330,000 active. AID 504414, 2011. Golgi-associated PDZ and coiled-coil motif-containing protein (Homo sapiens), Q9HD26. purified CAL PDZ, TMR-peptide fluorescence polarization, 1 h. inhibition, % at 20 µM;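 active means highest replicate inhibition of at least 40%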;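 further: plate controls were DMSO neutral control wells for no effect and unlabeled competitor peptide control wells for full effect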
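Material – purified CerCALP PDZ construct · Detection – FP readout, S and P plane fluorescence · Measure – percent inhibition from loss of millipolarization · Controls – unlabelled peptide for full inhibition, DMSO wells as neutral · Probe or stimulus – TMR-labelled reporter peptide T*-PRC34 bound in PDZ groove · Times – 1 h at RT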
Active calls of the source: *; ? = inconclusive; · = not tested or not shown. Rows were taken by chance; 4.3% or so of the library scored in one or more.

| SMILES | PvdQ acylase | NSD2 HMT inh | dFosB act | CAL PDZ FP-1 | MITF TRPM1 HTS | SR-BI DiI-HDL act | CAL PDZ FP-2 | PfHsp90 set2 | Rtt109 HAT inh | SR-BI HDL uptake |
| --- | --- | --- | --- | --- | --- | --- | --- | --- | --- | --- |
| Cc1nc2sc(C(c3ccc(C(C)C)cc3)N3CCN(CCO)CC3)c(O)n2n1 (stereo unspecified) | -6.2 | · | -6.1 | · | 5.3 | 15.9 | -0.3 | 22.5 | 3.0 | -15.9 |
| CCOc1ccccc1C(=O)N(C)Cc1cc2ccccc2[nH]c1=O | -4.0 | -1.1 | -6.7 | -6.3 | 0.0 | 32.8 | -0.7 | -12.0 | -6.5 | -32.8 |
| CC(C)(C)OC(=O)C[C@H]1C/C=C\C[C@H](CC(=O)NCCO)C(=O)N[C@@H](Cc2ccccc2)COC1=O | -7.6 | · | 0.0 | -2.3 | 1.0 | 0.6 | -0.2 | 9.4 | 7.4 | -0.5 |
| CCN(CC(=O)NCc1ccc2c(c1)OCO2)S(=O)(=O)c1ccc(F)cc1 | -8.3 | -0.1 | -11.6 | -4.1 | -0.4 | 23.4 | -2.3 | 8.1 | -2.2 | -23.4 |
| COc1ccc(CNC(=O)C(OC(=O)c2nsc(Cl)c2Cl)C(C)C)cc1 (stereo unspecified) | -12.6 | -1.6 | -8.3 | -3.8 | 6.0 | 18.2 | -7.3 | -39.7 | 4.3 | -18.2 |
| COc1ccc(/C=N/OCc2ccccc2C#N)c(OC)c1 | -17.0 | -4.3 | -7.6 | -4.4 | 69.6 | -19.6 | 0.4 | 2.7 | -4.8 | 19.6 |
| CCN(C[C@H]1N[C@@](C)(C(=O)OC)[C@H]2C(=O)N(C)C(=O)[C@@H]12)C(=O)COC | -1.6 | · | -2.6 | -2.4 | 3.9 | 0.7 | -0.6 | 19.9 | 0.3 | -0.7 |
| COc1ccccc1CC(=O)NC(=O)c1ccccc1O | 6.1 | 2.3 | -8.3 | -1.2 | -4.4 | -3.7 | · | -14.1 | 1.6 | 3.7 |
| CCC1(C)Cc2ccccc2-c2nc3n(c(=O)c21)CCS3 (stereo unspecified) | -5.2 | -5.7 | -9.4 | -2.9 | -1.5 | 10.2 | -3.4 | 5.8 | -8.8 | -10.2 |
| CCOc1ccc(Br)cc1-c1noc(-c2cccs2)n1 | -13.9 | -3.4 | -1.7 | -0.1 | 23.5 | -47.7 | -2.0 | 0.7 | 2.1 | 47.7 |
| COc1cccc(NS(=O)(=O)c2ccc(-c3coc(C)n3)cc2)c1 | 2.1 | -2.3 | -4.1 | -3.4 | 14.8 | -1.6 | -2.8 | -5.6 | 3.4 | 1.6 |
| COc1ccc(-n2c(-c3ccccc3)c[n+]3c2CCC3)cc1 | -5.2 | 0.5 | -2.5 | 6.3 | -44.4 | 20.2 | 0.1 | -13.2 | -11.0 | -20.2 |
| COc1cc(OC)cc(-c2cc(NC(C)=O)n[nH]2)c1 | 5.9 | · | -13.5 | -2.7 | · | -0.3 | -0.2 | -17.3 | -0.6 | 0.3 |
| Cc1cccc(C)c1NC(=O)CS(=O)CC(=O)Nc1ccc(N2CCOCC2)cc1 (stereo unspecified) | 0.8 | 0.2 | -4.4 | 8.6 | 2.6 | 14.8 | -0.9 | 9.3 | 1.5 | -14.8 |
| O=C(NCC(c1ccco1)N1CCCC1)c1ccc(-n2cccn2)cc1 (stereo unspecified) | -3.0 | 1.4 | -1.2 | -1.9 | 3.4 | 8.5 | -0.9 | -17.7 | -3.8 | -8.5 |
| Cc1ccc(C)c(S(=O)(=O)N2CC(=O)N(CCc3ccccc3)C(=O)C2)c1 | -10.2 | -1.6 | 0.0 | · | 7.2 | 5.1 | -0.8 | -18.1 | -0.2 | -5.1 |
| O=C(CCc1nc(-c2ccccc2)no1)NCc1cccnc1 | -4.1 | 1.2 | -1.8 | · | -11.2 | 15.8 | 1.7 | -31.8 | -3.2 | -15.8 |
| CCc1c(C)[nH]c2ccccc2c1=O | -9.4 | 2.0 | 0.0 | 1.2 | 1.8 | 3.8 | -2.9 | -16.9 | -2.8 | -3.8 |
| Cc1ccc(S(=O)(=O)NC[C@H]2O[C@@H](n3cnc4c(N)ncnc43)[C@H](O)[C@@H]2O)s1 | 12.4 | · | -8.9 | -0.9 | -1.0 | 14.9 | 0.3 | 5.0 | 1.2 | -14.9 |
| Cc1c(Cl)ccc2c(C(=O)O)cc(-c3ccccc3)nc12 | -0.9 | 0.5 | -9.7 | -6.6 | -9.4 | 1.5 | -1.2 | -80.9 | 2.9 | -1.5 |
| CCOC(=O)C(NC(=O)c1cccc(Cl)c1)(OCc1ccc(F)cc1)C(F)(F)F (stereo unspecified) | 5.4 | -4.7 | 3.0 | -2.9 | 8.6 | 13.7 | 0.5 | -8.2 | -4.6 | -13.7 |
| Cn1cnnc1SCC(=O)Nc1ncc([N+](=O)[O-])s1 | -1.9 | 34.7 | -4.4 | · | 9.8 | -3.6 | 0.0 | · | -2.5 | 3.6 |
| O=C(O)C1CCCN(S(=O)(=O)Cc2ccccc2)C1 (stereo unspecified) | -11.0 | 0.1 | 7.7 | 5.9 | -4.8 | 13.9 | -1.0 | 13.9 | 4.0 | -13.9 |
| COc1ccc(NC(=O)Nc2cccc3c2O[C@H](CN(C)C(=O)Nc2ccc(OC)cc2)[C@@H](C)CN([C@H](C)CO)C3=O)cc1 | -6.5 | · | -6.7 | -1.0 | 14.2 | -15.6 | 0.1 | -4.7 | 7.6 | 15.6 |
| COc1ccc([N+](=O)[O-])cc1NC(=O)CN(C)S(=O)(=O)c1ccccc1 | -13.2 | -1.3 | -0.5 | -1.2 | 3.8 | -31.3 | -1.9 | 0.7 | 2.9 | 31.2 |
| C=CCSc1nc(N)c(C(=O)Nc2ccccc2C)cc1C(N)=O | -7.1 | -0.4 | -10.5 | -2.1 | -13.7 | 4.7 | 0.0 | -11.8 | -1.6 | -4.7 |
| CCCc1nnc(NC(=O)CCC(=O)NC2CCCCCC2)s1 | -4.8 | 0.3 | -5.2 | -2.4 | 15.8 | 19.5 | -2.3 | 16.0 | -9.7 | -19.5 |
| CC(=O)Nc1ccc(C(=O)n2cnc3cc(C)c(C)cc32)cc1 | -16.7 | 1.0 | -17.9 | -3.8 | 18.3 | -23.3 | -1.7 | 28.6 | -3.2 | 23.3 |
| CCOc1ccc(N(CC(=O)NCC2CCCO2)C(=O)CCC(=O)Nc2ccccn2)cc1 (stereo unspecified) | -5.6 | -7.5 | -4.6 | -1.3 | -7.9 | 7.8 | -0.6 | -16.8 | 6.8 | -7.8 |
| COC(=O)c1ccccc1NC(=O)c1cccc(NC(=O)c2ccc(Br)o2)c1C | -5.3 | -0.3 | -5.4 | -0.4 | -0.1 | 7.3 | -3.3 | 68.8 | 5.1 | -7.3 |
| Cc1ccc(Cn2cc(CCC(=O)O)c3ccccc32)cc1 | -21.3 | -0.7 | 6.0 | -4.5 | -12.8 | 41.8 | -0.3 | -1.3 | -3.7 | -41.8 |
| CC1=NN(c2ccc(C(=O)O)c(N)c2)C(=O)C1 | 0.7 | 130.1* | -2.6 | 15.8 | -7.7 | 10.4 | 0.6 | 15.0 | 3.6 | -10.4 |
| CCOC(=O)Cc1csc(N/N=C/c2cccc([N+](=O)[O-])c2)n1 | 7.1 | -5.3 | -5.6 | -1.8 | 24.1 | -23.3 | -1.7 | 2.2 | 1.8 | 23.3 |
| CC(=O)Nc1cccc(C(=O)OCC(=O)N2CCC(c3ccccc3)=N2)c1 | -10.9 | 0.7 | -14.8 | -2.7 | 69.3 | 3.0 | -1.1 | 12.6 | 3.0 | -3.0 |
| Nc1cccc(NP(=O)(c2ccccc2)c2ccccc2)c1 | -18.8 | -1.7 | -7.8 | -1.7 | · | 7.7 | 0.5 | 1.0 | 10.4 | -7.7 |
| COc1ccccc1C(=O)COC(=O)c1cccc(S(=O)(=O)N2CCCC2)c1 | -5.6 | -6.6 | -6.2 | -0.7 | 7.5 | -39.5 | -3.3 | -16.3 | -0.2 | 39.5 |
| COc1ccc(Cn2c(=O)[nH]c3cc(C(=O)NCCCN4CCCC4=O)ccc3c2=O)cc1 | -7.7 | 22.9 | -0.5 | -3.1 | 1.0 | -0.8 | -0.6 | 7.8 | -11.8 | 0.8 |
| CCCCCCC1CC(=O)NC(=O)N1 (stereo unspecified) | -9.9 | -4.8 | 3.4 | -3.8 | 0.4 | 15.6 | -0.3 | 4.2 | 2.9 | -15.6 |
| Cc1ccc(Cn2cc(C(=O)NN)c(=O)c3ccc(F)cc32)cc1 | -2.2 | 0.3 | -6.5 | -2.1 | -5.4 | -2.2 | -0.9 | -3.7 | -37.2 | 2.2 |
| Cc1ccc(/C=C/C(=O)NCc2ccncc2)cc1 | -6.8 | -3.3 | 4.3 | 1.2 | 14.3 | 17.9 | -1.6 | -6.5 | -6.5 | -17.9 |
| Cc1ccc(CNc2ccc3c(c2)ncn3C)cc1 | 3.2 | 40.6 | -6.9 | -20.9 | 79.1 | 6.9 | -2.9 | -7.7 | ? | -6.9 |
| CN(C)S(=O)(=O)c1ccc(N2CCCC2)c(C(=O)Nc2ccccc2)c1 | -0.2 | -2.3 | -5.2 | -10.7 | -4.7 | 18.1 | -3.3 | -16.3 | -3.7 | -18.1 |
| OCCNc1nc(C2CC2)nc2c1nnn2Cc1ccccc1Cl | 21.3 | · | -8.4 | · | 2.2 | 5.1 | -2.5 | -15.1 | -2.8 | -5.1 |
| O=C(Nc1sc2c(c1C(=O)O)CCCCC2)c1ccccc1 | -21.2 | 4.1 | -3.3 | · | 60.4 | 13.4 | -0.5 | 9.7 | -4.0 | -13.4 |
